# NOD2 inhibition = inhibition of NOD2-driven NF-kB reporter – cell-based, luminescence, uHTS, HEK293 (AID 1566); inhibition, % at 4 µM, or EC50 in µM where a hit was titrated; 290,000 compounds, 0.63% hits; HEK293 NOD2/NF-kB luciferase reporter, luminescence; higher % means a stronger effect; note: many of its hits are not listed in these tables
# LYP phosphatase = PTPN22 lymphoid phosphatase activity blockers – biochemical, fluorescence intensity, uHTS (AID 1779) | recombinant LYP phosphatase, fluorescence intensity; higher % means a stronger effect | inhibition, % at 11.5 µM; hits with a dose series show IC50 in µM | 290,000 compounds, 0.054% hits;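 note: plate controls were vehicle with enzyme for no effect and no enzyme for full effect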
# SIAH1 antagonists = blockers of Siah-1 interaction with plectin peptide – biochemical, fluorescence polarization, rhodamine-plectin, uHTS, primary screen (AID 1817) | Siah-1 / rhodamine-plectin peptide fluorescence polarization; higher % means a stronger effect | displacement, % at 20 µM, or IC50 in µM where a hit was titrated | 290,000 compounds, 0.02% hits;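 active = displacement of at least 50% at 20 µM, with a fluorescence ratio check between 0.3 and a set limit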;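 note: plate controls were Siah plus tracer with DMSO for no effect and tracer alone without Siah for full effect; strong numbers were not always called active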
# HIV fusion peptide = inhibitors of HIV fusion peptide binding, primary screen, biochemical, uHTS, fluorescence dequenching (AID 1986); cell-free peptide binding, fluorescence dequenching, 30 min; higher % means a stronger effect; one-dose inhibition, % at 20 µM; IC50 in µM for titrated hits; 290,000 compounds, 0.3% hits; in the data active = inhibition mostly above about 52%, no sharp cut-off; inactive = mostly below about 76%; note: some results filed as inactive read as strong as hits
# Myeloid diff MLP = compounds promoting myeloid differentiation | ER-HoxA9 myeloid progenitors, lysozyme-GFP differentiation, flow cytometry | calls only at 10 µM | 360,000 compounds, 1% hits | AID 624256;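 active = normalized GFP-positive differentiation at or above the plate's own cutoff, the solvent-only control mean plus 3 SD; inconclusive = no clear call, values can overlap the other calls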;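 note: cells exposed to compound for four days before flow analysis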
# KOR beta-arrestin-1 = KOR antagonists, beta-arrestin recruitment, cell-based, luminescence, uHTS (AID 1778); one-dose inhibition, % at 10 µM; IC50 in µM for titrated hits; KOR beta-arrestin recruitment, luminescence, antagonist mode; higher % means a stronger effect; 290,000 compounds, 0.091% hits; note: strong numbers were not always called active
# NOD1 inhibition = NOD1 signaling inhibitors, primary screen, cell-based, luminescence, uHTS (AID 1578); NOD1-driven NF-kB luciferase reporter cells, luminescence; higher % means a stronger effect; inhibition, % at 4 µM; hits with a dose series show EC50 in µM; 290,000 compounds, 1% hits; in the data active = inhibition mostly above about 36%, no sharp cut-off; inactive = mostly below about 34%;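 note: HEK-293T reporter cells stimulated with the NOD1 agonist gamma-tri-DAP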
# KOR beta-arrestin-2 = kappa opioid receptor activators – cell-based, luminescence, uHTS, primary screen (AID 1777) | KOR beta-arrestin recruitment, luminescence; higher % means a stronger effect | activation, % at 10 µM; hits with a dose series show EC50 in µM | 280,000 compounds, 0.02% hits; in the data active = activation above about 50%, passing the limit was not always enough; note: a part of the inactive calls stands beside numbers as strong as those of hits
# Salmonella PhoP GFP = PhoP-dependent GFP reporter repression – Salmonella Typhimurium, primary screen (AID 1863); S. Typhimurium PhoP-regulated promoter GFP reporter, 4 h; higher % means a stronger effect; one-dose inhibition, % at 50 µM; IC50 in µM for titrated hits; 300,000 compounds, 0.16% hits;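 active = inhibition over 29.93%, a cutoff 3 SD above the screen mean, later confirmed by dose response; inconclusive = inhibition over 29.93% but no dose response follow-up; inactive = inhibition at most 29.93% or unconfirmed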;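 note: 0% = low Mg2+ inducing control and 100% = high Mg2+ repressing control; strong numbers were not always called active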
# Myeloid diff MLP GFP+ MAC1+ % = recorded beside Myeloid diff MLP, whose call it bears; GFP+ MAC1+ double positive, %; measured here: differentiation confirmed by MAC1 staining
# Starred values were filed as active, the others as inactive; i = inactive; ? = inconclusive; . = not tested or not shown; & = joins results of further samples; [ ] = dose if it differs, or a comment. Cut-off read from the data, not from the text of the source, unless noted: active = inhibition above about 50%; inactive = the rest. Not all compounds are listed. The share of hits here may be higher or lower than overall.
SMILES,NOD2 inhibition,LYP phosphatase,SIAH1 antagonists,HIV fusion peptide,Myeloid diff MLP,Myeloid diff MLP GFP+ MAC1+ %,KOR beta-arrestin-1,NOD1 inhibition,KOR beta-arrestin-2,Salmonella PhoP GFP
CCCCn1c(N)c(N(CC)C(=O)c2cc(S(=O)(=O)N3CCN(CC)CC3)ccc2Cl)c(=O)[nH]c1=O,7%,-4%,2%,1.9%,i,1.3,37%,-22%,-2.5%,-1%
CCc1cccc(CC)c1NC(=O)Cn1c(-c2ccc(F)cc2)noc1=O,10%,1%,3%,0.1%,i,0.5,-29%[20 µM],-30%,.,1%
Cc1ccc(S(=O)(=O)Nc2nonc2C)cc1,9%,-5%,3%,4.8%,i,1.5,-22%,-26%,-0.9%,-9%
CCC(C)(C)NC(=O)C(C)OC(=O)c1nsc(Cl)c1Cl (stereo not given),-3%,-6%,2%,-0.5%,i,0.8,-35%,-49%,2.1%,1%
COC(=O)CCCC1=CC2=CC(=O)C(C)(OC(=O)c3cccs3)C(=O)C2=CN1Cc1ccc2c(c1)OCO2 (stereo not given),15%,-5%,6%,11%,i,2.8,8%,2%,.,-4%
COCCn1c(SCC(=O)Nc2ccc3c(c2)OCCO3)nnc1-c1c[nH]c2ccccc12,10%,-6%,-4%,-3.2%,i,1.1,19%,17%,-0.1%,-6%
CC(C)c1ccc(C2/C(=C(/O)c3ccccc3)C(=O)C(=O)N2CCCN2CCOCC2)cc1 (stereo not given),-6%,-8%,-6%,-2.2%,i,1.0,-25%,55%,-2.4%,1%
Cc1ccc(C(=O)NNC(=O)C2CCCN(c3ncccn3)C2)cc1 (stereo not given),10%,-9%,-2%,-3.5%,i,2.2,-12%,10%,1.9%,4%
COc1cccc(CC(NC(C)=O)C(=O)NC2CCN(S(=O)(=O)c3ccc(NC(C)=O)cc3)CC2)c1OC (stereo not given),-8%,-11%,6%,0.2%,i,1.9,-9%,-32%,-1.1%,2%
CCOC(=O)CC1C(=O)NCCN1S(=O)(=O)c1ccc(NC(C)=O)cc1 (stereo not given),-10%,-9%,-3%,3.0%,i,5.4,-23%,-11%,1.7%,-5%
CCCN(c1ccc(C(C)C)cc1)S(=O)(=O)c1c(C)noc1C,5%,6%,1%,2.2%,i,0.5,13%,4%,6.3%,0%
O=C1CN(C(=O)COC(=O)c2ccccc2O)c2ccccc2N1,5%,-3%,-5%,-0.8%,i,0.4,12%,-5%,2.9%,-12%
CCn1ncc(Cl)c1C(=O)NC(C)c1ccccc1 (stereo not given),6%,-7%,-3%,-2.0%,i,6.9,35%,-35%,-2.6%,15%
COCCn1c(=O)[nH]c(=O)c2cc(C(=O)c3cc(Cl)ccc3O)cnc21,3%,-1%,-2%,0.2%,i,0.5,2%,-5%,-4.0%,2%
CCCC1C(c2ccc(OC)cc2)C(C#N)(C#N)C2(C#N)CC1(N)NC2=O (stereo not given),8%,0%,0%,8.3%,i,2.3,-11%,-6%,-7.6%,5%
Cn1c(SCC(=O)N2CCCc3ccccc32)nnc1-c1ccccc1,12%,-6%,-3%,-4.5%,i,5.1,-12%,8%,1.0%,-9%
CC(C)c1ccc(NC(=S)N2CCCC2)cc1,-46%,-1%,2%,0.8%,?,.,-20%,-74%,1.2%,1%
COc1ccccc1/C=N/NC(=S)NCc1ccco1,3%,-2%,5%,-1.6%,i,0.2,36%,-9%,2.8%,2%
C=CC#CC1(O)CC(C)[N+](C)(C)CC1C (stereo not given),4%,6%,-2%,0.3%,i,0.1,-15%,-48%,0.7%,7%
COc1ccc(Cc2nc3ccc(C(=O)NCCc4ccncc4)cc3o2)cc1OC,20%,-7%,10%,-0.5%,i,1.5,-5%,-33%,-2.4%,-14%
CCN1C(=O)[C@H]2[C@H]3[C@H](O)[C@H](O)C/C(=N\O[C@H](C)c4cn([C@H](CO)Cc5ccccc5)nn4)[C@@H]3CC[C@H]2C1=O,-2%,-3%,-6%,2.5%,.,.,-11%,-21%,0.6%,0%
COc1cccc2c(N/N=C/c3ccco3)cc(C)nc12,-1%,0%,-5%,-2.9%,i,0.3,-30%,-9%,2.2%,2%
O=C(N1CCOCC1)N1CCN(c2ccccn2)CC1,7%,3%,2%,0.6%,i,0.4,18%,-10%,3.1%,-2%
Nc1cccc(C(=O)N/N=C/c2ccsc2)c1,2%,-4%,-6%,17%,i,0.6,-38%,1%,0.9%,0%
Cn1c(NNC(=O)c2ccc(C(C)(C)C)cc2)cc(=O)n(C)c1=O,4%,-1%,4%,0.1%,i,0.1,3%,-1%,0.6%,-7%
CCOC(=O)N1CCN(C(c2ccccc2)c2sc3nc(C)nn3c2O)CC1 (stereo not given),17%,-6%,0%,-2.3%,i,5.4,7%,-24%,6.5%,-9%
CC(C)OCCCNC(=O)c1ccc(N(C)S(C)(=O)=O)cc1,2%,-6%,2%,-1.9%,i,1.4,-44%,24%,7.3%,-11%
CC1=NN(c2ccccc2)C(=O)C1(C)C,10%,-12%,-2%,-1.1%,i,0.4,2%,-7%,2.4%,-4%
COc1cc(C(=O)N(Cc2ccccc2)c2cccc(C)c2)ccc1OC(F)F,8%,1%,1%,0.8%,i,0.6,21%,-27%,-1.0%,-6%
Cc1ccnc(NC(=O)CCCOc2cc(=O)n(C)c3ccccc23)c1,-54%,-1%,1%,0.3%,i,0.3&1.5,-19%,.,0.7%,5%
CC(C)Cc1ccc(S(=O)(=O)Nc2cccnc2)cc1,32%,-12%,12%,-0.6%,i,0.3,-11%[20 µM],14%,-0.8%,-2%
CC(C)(C)c1ccc(C(=O)N2CCCN(C(=O)c3ccc(C(C)(C)C)cc3)CC2)cc1,-1%,6%,4%,2.8%,i,1.1,16%,-5%,-1.4%,-11%
Cc1ccc(CSc2nnc(-c3ccco3)n2N)cc1,-4%,-5%,-2%,2.4%,i,1.0,-23%,-30%,5.9%,-2%
COc1ccc(-n2nc(C(=O)NCC(=O)Nc3cccc(Cl)c3)c3ccccc3c2=O)cc1OC,9%,-10%,-4%,2.8%,i,1.0,-58%,39%,2.1%,-1%
CCn1c2ccccc2c2cc(NC(=O)COC(=O)c3cccc(S(=O)(=O)NC)c3)ccc21,6%,-4%,-1%,-0.5%,i,0.3,-28%,3%,0.4%,-11%
CCOC(=O)N1CCN(C(=O)c2c(O)c3cccc4c3n(c2=O)CC4)CC1,10%,-4%,-2%,0.5%,i,0.8,-7%,2%,-4.6%,4%
CNC(=O)c1ccc(Nc2nnc(C)c3ccccc23)cc1,-7%,-2%,0%,-0.3%,i,1.5,-7%,-29%,-6.3%,0%
CC(C)CC(=O)N[C@H](C(=O)N[C@H](C(=O)N[C@@H](CC(C)C)[C@@H](O)CC(=O)N[C@@H](C)C(=O)N[C@@H](CC(C)C)[C@@H](O)CC(=O)O)C(C)C)C(C)C,11%,4%,13%,2.6%,i,2.4&3.4,5%,-18%,0.1%,-3%
COCC1CCN(Cc2cn(C)nc2-c2cccc(Cl)c2)C1 (stereo not given),9%,-4%,16%,-1.4%,i,0.4,-25%[20 µM],-7%,.,4%
Cc1ccc(Nc2c3c(nc4ncnn24)CCC3)cc1,12%,-3%,3%,-0.7%,i,0.2,-66%,-11%,0.1%,1%
O=C(CSC1=NCCS1)NC1CCCC1,-6%,-9%,3%,-0.2%,i,3.3,-17%,-2%,-2.0%,13%
CC1=C(C)C(O)N(Cc2ccccc2)C1=O (stereo not given),13%,-14%,-1%,1.1%,i,0.7,-12%,9%,-5.9%,3%
CN(C)CC(O)COC(c1ccccc1)c1ccccc1 (stereo not given),11%,-7%,2%,-0.8%,i,0.1,-3%,-27%,-4.5%,-5%
Cc1ccc(C(C(=O)NC(C)(C)C)N(Cc2cccnc2)C(=O)C(=O)NC2CCCCC2)o1 (stereo not given),-5%,-9%,1%,-2.9%,i,0.7,-2%,-6%,4.3%,3%
Cc1nnc(SCc2nc3ccccc3s2)n1-c1ccccc1,12%,-4%,-1%,2.6%,i,13,-2%,-34%,-6.9%,-1%
CN(C)c1ccc(NC(=O)CCN2CCN(c3ccccn3)CC2)cc1,-2%,-2%,8%,-1.7%,i,0.4,-35%,-12%,0.5%,1%
O=C(COC(=O)CCc1nc2ccccc2s1)NC(=O)NCc1ccco1,15%,-5%,9%,0.5%,i,1.0,-54%,-11%,1.3%,-14%
Cc1ccc(NS(=O)(=O)c2ccc(CCC(=O)NCc3ccccn3)cc2)cc1,8%,-5%,-2%,0.4%,i,0.2,-62%[20 µM],-8%,1.4%,-5%
COc1ccccc1CCc1nnc(CCC(=O)NCC(C)Oc2cccnc2)o1 (stereo not given),1%,0%,-4%,0.7%,i,0.2,-31%,-34%,-0.7%,-7%
COCCSc1nnc(-c2cnccn2)o1,-8%,-5%,1%,0.9%,i,1.2,19%,6%,3.5%,1%
O=C(OCCN1CCN(C2=NS(=O)(=O)c3ccccc32)CC1)c1ccccc1F,-16%,-2%,-7%,-2.2%,i,0.8,10%,13%,-1.7%,-1%
COc1ccc(-c2cn(-c3ccccc3)c3[n+]2CCS3)cc1,3%&16%,-3%&-3%,1%&-3%,2.7%&2.1%,i,2.0&2.3,30%&-38%,7%&-12%,-1.7%&-0.9%,-10%&-6%
COC(=O)c1nnn(-c2nonc2N)c1CSc1nc2ccccc2s1,2%,-2%,0%,-1.1%,i,1.2,-27%,-2%,1.5%,-4%
CC(=O)c1ccc(S(=O)(=O)N2CCc3ccccc3C2)cc1,21%,-10%,4%,1.4%,i,0.5,-11%[20 µM],-5%,-5.2%,3%
N#CC1=C(S)N(c2ccccc2)C(c2ccc(-c3cccc(Cl)c3)o2)NC1=O (stereo not given),6%,-2%,4%,30%,i,0.2,-17%,-16%,0.4%,-1%
COc1cc2cc(C#N)c(SCC(=O)Nc3cc(C)on3)nc2cc1OC,-28%,-11%,-4%,4.1%,?,.,-20%,-33%,-4.5%,-1%
COc1ccc(NC(=O)N[C@@H](CCSC)C(=O)O)cc1OC,8%,-9%,2%,-1.7%,i,0.1,-4%,-7%,-5.0%,-6%
O=C(CNS(=O)(=O)c1ccc(F)cc1)N1CCOCC1,3%,-2%,-2%,2.6%,i,3.6,5%,-7%,2.1%,-6%
O=C(CNC(=O)c1ccc(Br)cc1)OCC(=O)c1ccccc1,4%,-6%,8%,-0.3%,i,0.0,-14%,-26%,-2.3%,2%
CCC(C(=O)NCc1cccnc1)c1ccccc1 (stereo not given),20%,-5%,-3%,0.6%,i,0.7,-33%[20 µM],-16%,.,-7%
